TRPML3 agonist = agonists of human TRPML3 channel. Q8TDD5. HEK293 TRPML3-YFP, Fluo-8 calcium fluorescence; 100% = the carbachol control signal. activation, % at 3 µM. hit rate 0.29% among 220,000;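 active = activation above its plate's cutoff, the mean activation of the plate's test wells plus 3 SD, cut at about 12% in these data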;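 note: 0% = DMSO only wells and 100% = carbachol wells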
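Material: HEK293 cells stably carrying human TRPML3-YFP; compound dosing: single dose, 3 µM final nominal compound, 0.3% DMSO final; incubation: 1-h 37 °C dye load, 5-s basal, 120-s post-compound reads; technique: Fluo-8 intracellular calcium fluorescence, excitation 470-495 nm, emission 515-575 nm; read-out basis: percent activation from peak-to-basal fluorescence ratio, scaled between DMSO and carbachol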
EP2 modulator = EP2 receptor (human) modulation | P43116 | EP2-expressing cells, cAMP HTRF FRET, PGE2 co-stimulation | induction, % at 25 µM | hit rate 0.83% among 260,000 | AID 940;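 active = compounds whose cAMP rise, as percent of the full-agonist control response, exceeds 60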;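 note: rat C6 glioma line stably carrying human EP2 under a CMV promoter; the protocol text gives 20 µM as final concentration; 100% = response of wells given 1 µM PGE2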
Target sequence (P43116 whole entry, looked up): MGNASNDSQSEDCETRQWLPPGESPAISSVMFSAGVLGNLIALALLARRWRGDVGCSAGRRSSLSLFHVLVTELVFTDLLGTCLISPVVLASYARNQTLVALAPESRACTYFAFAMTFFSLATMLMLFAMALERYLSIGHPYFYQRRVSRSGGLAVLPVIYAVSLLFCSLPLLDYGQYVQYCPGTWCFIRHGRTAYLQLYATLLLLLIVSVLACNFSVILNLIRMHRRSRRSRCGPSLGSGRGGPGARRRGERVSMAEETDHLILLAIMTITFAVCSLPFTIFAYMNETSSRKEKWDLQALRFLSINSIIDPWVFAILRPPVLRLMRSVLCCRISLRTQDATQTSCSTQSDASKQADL
TRPN1 ag = agonists of zebrafish TRPN1 channel. HEK293 zebrafish TRPN1-YFP, Fluo-8 calcium fluorescence; 100% = response to 87 µM carbachol. activation, % at 3 µM. hit rate 0.18% among 220,000. AID 1424;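 active = activation above its plate's cutoff, the mean activation of test wells on that plate plus 3 SD, cut at about 19% in these data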;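 note: 0% = DMSO alone and 100% = 87 µM carbachol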
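System: zebrafish TRPN1-YFP in HEK293 cells / Dosing: 3 µM single point / Timing: dye loading 1 h at 37 °C, then 30 min room temperature / Signal: Fluo-8 calcium fluorescence, excitation 470-495 nm, emission 515-575 nm / Read-out basis: percent activation from peak over basal fluorescence ratio, control-normalized / Control set: high carbachol 87 µM, low DMSO alone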
NPY-Y1 antag = antagonists of human neuropeptide Y receptor Y1; inhibition, % at 3.6 µM; HEK293-CNG Y1 cells, membrane potential fluorescence; NPY at EC95, then isoproterenol; hit rate 1% among 200,000;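 active = inhibition above the campaign mean inhibition of all tested compounds plus 3 SD, cut at about 20% in these data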;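 note: 0% = DMSO wells given NPY plus isoproterenol and 100% = isoproterenol alone without NPY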
Target sequence (P25929 whole entry, looked up): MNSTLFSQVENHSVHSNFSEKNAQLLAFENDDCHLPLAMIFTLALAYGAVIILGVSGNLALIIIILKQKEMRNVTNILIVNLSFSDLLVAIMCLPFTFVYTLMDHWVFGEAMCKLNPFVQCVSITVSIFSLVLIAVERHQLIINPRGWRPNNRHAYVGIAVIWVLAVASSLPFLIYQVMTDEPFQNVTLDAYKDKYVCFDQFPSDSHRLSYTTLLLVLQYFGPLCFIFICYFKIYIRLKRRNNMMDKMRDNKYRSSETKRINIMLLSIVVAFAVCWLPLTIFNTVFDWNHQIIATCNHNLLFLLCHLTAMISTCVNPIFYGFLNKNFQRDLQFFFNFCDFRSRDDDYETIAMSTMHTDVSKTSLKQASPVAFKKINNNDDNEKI
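Assay system: HEK293 cells with Y1 receptor plus CNG channel | Probe or stimulus: NPY (25 nM), isoproterenol (1 µM), Ro 20-1724 (25 µM) | Timing: Compound incubation 1 h at room temperature, readout 45 min post-stimulation | Measured by: Membrane-potential fluorescent dye readout | Benchmarks: High control isoproterenol alone, low control NPY with isoproterenol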
NPY-Y1 PAM-ag = human NPY-Y1 potentiation or agonism, primary screen; P25929; NPY-Y1 expressing cells, potentiator/agonist activation; activation, % at 3.6 µM; hit rate 0.37% among 220,000; AID 1304; in the data active = activation above about 33%, passing the limit was not always enough;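 note: cells stimulated with NPY at EC10 then isoproterenol at EC100; 0% = low agonist plus stimulus and 100% = saturating agonist plus stimulus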
14-3-3 Bad PPI = disrupts binding of bovine 14-3-3 zeta to phospho-Bad peptide | P63103 | TR-FRET 14-3-3zeta/Dy647-pBad peptide displacement, 1 h | inhibition, % at 21.7 µM | hit rate 0.71% among 220,000;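 active = inhibition above about 70%, limit read from the data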;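 note: 0% = full 14-3-3 plus peptide FRET controls and 100% = background without 14-3-3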
Target sequence (P63103 whole entry, looked up): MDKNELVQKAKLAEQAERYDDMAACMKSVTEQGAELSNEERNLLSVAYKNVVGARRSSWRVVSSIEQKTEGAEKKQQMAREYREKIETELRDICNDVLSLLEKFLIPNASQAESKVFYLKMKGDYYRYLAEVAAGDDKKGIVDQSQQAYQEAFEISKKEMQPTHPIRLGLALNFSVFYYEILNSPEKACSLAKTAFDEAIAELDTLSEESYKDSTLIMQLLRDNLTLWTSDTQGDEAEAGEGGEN
PGE2 EP2 inh = inhibitors of human EP2 prostaglandin E2 receptor; inhibition, % at 25 µM; C6 glioma cells expressing human EP2, cAMP TR-FRET; cells stimulated with saturating PGE2; hit rate 0.52% among 260,000; AID 1422; P43116;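 active = percent inhibition above 40 after rounding to a whole number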;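 note: rat C6 glioma host cells with rolipram phosphodiesterase inhibitor present; the protocol text gives 20 µM as final concentration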
CHOP inh = inhibitors of CHOP induction in ER stress response; CHO-K1 CHOP-promoter luciferase, tunicamycin-induced, 15-18 h; AID 2732; hit rate 3.8% among 220,000; inhibition, % at 10 µM;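 active = compounds that reduced the stress-induced luciferase reporter signal by more than about 70% of percent inhibition, limit read from the data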;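 note: 0% = tunicamycin plus vehicle and 100% = wells without tunicamycin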
PPC-1+TRAIL kill = PPC-1 cancer cell killing with TRAIL present | PPC-1 cells + TRAIL, ATPLite viability luminescence | cell killing (% activity), % at 4 µM | hit rate 0.41% among 220,000 | AID 1443;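 active = cell killing above 50% in the first pass at 4 µM, then a duplicate retest at 5 µM averaging 50% or more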;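 note: plate controls were cells with TRAIL plus DMSO for no effect and medium-only wells lacking cells for full effect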
The depositor's hits bear a star; · = not tested or not shown; & = joins results of further samples; [ ] = dose if it differs, or a comment. Some of the compounds tested; rates above refer to the full screens.

Sample of the layout (2 entries):
SMILES	TRPML3 agonist	EP2 modulator	TRPN1 ag	NPY-Y1 antag	NPY-Y1 PAM-ag	14-3-3 Bad PPI	PGE2 EP2 inh	CHOP inh	PPC-1+TRAIL kill
Cc1nn(Cc2ccc(F)cc2)c(C)c1NC(=O)c1cnn2c1NC(c1cccs1)CC2C(F)(F)F (configuration not stated)	0.3	-7	1.5	-6	30	-1	13	4	13
CC1(C)Cc2ccccc2-c2nc3n(c(=O)c21)CCCS3	0.7	64*	0.4	1	17	-9	8	26	11

The list itself, previewed entries included:
SMILES	TRPML3 agonist	EP2 modulator	TRPN1 ag	NPY-Y1 antag	NPY-Y1 PAM-ag	14-3-3 Bad PPI	PGE2 EP2 inh	CHOP inh	PPC-1+TRAIL kill
Cc1nn(Cc2ccc(F)cc2)c(C)c1NC(=O)c1cnn2c1NC(c1cccs1)CC2C(F)(F)F (configuration not stated)	0.3	-7	1.5	-6	30	-1	13	4	13
CC1(C)Cc2ccccc2-c2nc3n(c(=O)c21)CCCS3	0.7	64*	0.4	1	17	-9	8	26	11
Nc1cccc(CN2CCCC2)c1	0.7	12	1.1	-1	7	-11	6	6	-9
CCOc1ccc(NC(=O)CC2C(=O)N(c3ccccc3)C(=O)N2CCOC)cc1 (configuration not stated)	0.9	-8	0.0	2	12	-7	11	-6	-15
CCOC(=O)c1nc(C)n(-c2ccc(Cl)cc2)n1	0.1	10	0.5	-2	12	1	11	-2	-18
CCOc1ccc(N(CC(=O)Nc2cccc(Cl)c2)S(=O)(=O)c2c(C)noc2C)cc1	0.5	24	0.8	-4	10	3	16	107*	20
COCCCn1c(SCC(=O)NC(C)(C)C)nnc1-c1cccs1	0.2	25	1.8	·	4	-8	2	5	1
CC(C)(C)NC(=O)COC(=O)c1ccccc1OCC(=O)Nc1ccc(Br)cc1	0.0	-9	0.8	-3	0	1[fluorescence artefact?]	14	69	35
COc1ccc(NC(=S)N2c3ccccc3CC2C)cc1OC (configuration not stated)	0.6	12	-0.4	-5	5	-7	5	18	14
C/C(=N\NC(=O)c1nn(C)c(C)c1Br)c1cccc(NC(=O)c2ccoc2C)c1	0.0	-37	3.1	1	-32	-6	8	-26	26
CCOC(=O)/C(C#N)=C/c1c(Oc2cccc(C)c2)nc2ccccn2c1=O	0.1	10	0.2	·	15	0	5	17	3
C=C(C)c1cccc(C(C)(C)NC(=O)NC2CC(C)(C)NC(C)(C)C2)c1	0.3	-3	-0.5	6	6	-4	3	12	16
COCCOC(=O)c1c(C)oc2ccc(NS(=O)(=O)c3ccccc3)cc12	-1.5	-39	-1.2	0	-3	-8	5	6	19
CCOC(=O)/C(C#N)=C/c1cc2ccccc2nc1N1CCCCC1	0.4	37	-1.1	-3	7	8	15	26	30
CCN(CC)CCNCC(O)(c1ccc(Cl)cc1)c1ccc(Cl)cc1	2.7	-46	4.4	16	-2	2	2	-22	9
COCCNc1cc(C)c(C#N)c2nc3ccccc3n12	0.2	-20	0.4	0	-1	-2	16	9	39
CCOC(=O)c1cc(NC(=O)N(CC)CC)c(C)nc1C	0.8	8	0.2	4	-16	5	8	-32	10
Cc1cc(C)cc(OCC(=O)N/N=C/c2ccc([N+](=O)[O-])o2)c1	0.5	-21	-0.4	0	1	-8	3	-90	12
Cn1c(CCNC(=O)c2ccco2)nc2cc(NC(=O)NC3CCCCC3)ccc21	0.5	-5	2.3	6	-13	2[fluorescence artefact?]	13	21	36
N#CCCn1c(=S)[nH]c2ccccc21	1.3	9	0.2	5	6	-1	9	-9	16
COc1ccc(CCN(CC(=O)NC2CCCC2)C(=O)Cn2nnc(-c3ccc(C)o3)n2)cc1OC	0.2	23	0.5	2	8	-3	8	-2	11
N#Cc1c(-c2ccccc2)ccnc1N1CCOCC1	1.0	12	-0.8	2	30	-1	10	7	2
Cc1nc2c(cnn2-c2ccc(Cl)cc2)c(=O)n1-c1ccc(N2CCC(C)CC2)cc1	-0.1	15	0.8	5	-3	1	·	55	5
COc1cccc2c1CCC(NC(C)=O)C2=O (configuration not stated)	0.7	23	0.6	2	-25	-2	11	6	2
O=C(CN(C(=O)CNS(=O)(=O)c1ccccc1)C1CCCC1)NCC1CCCO1 (configuration not stated)	-0.8	-18	1.1	2	19	0	6	-16	-7
CCOc1ccc(C(=O)NCC(=O)OCC(=O)Nc2ccccc2OCC)cc1	-0.1	36	-0.8	9	-14	-11	10	14	36
O=[N+]([O-])c1ccc(N=NN(CCO)CCO)cc1	1.4	8	0.1	2	-5	3	13	-1	14
CC(=O)NC(Cc1ccc(F)cc1)C(=O)NC1CCN(c2ncccc2[N+](=O)[O-])CC1 (configuration not stated)	0.9	3	1.2	7	-6	-1	6	1	1
c1csc(CNc2nc3ccccc3n2CCN2CCOCC2)c1	0.1	-5	-1.0	-1	0	1	3	2	1
O=[N+]([O-])c1ccc(N2CCN(S(=O)(=O)c3ccc(Cl)c(Cl)c3)CC2)cc1NCCN1CCOCC1	0.3	7	-0.4	14	4	-10[fluorescence artefact?]	9	57	27
Cc1cccc(C)c1NC(=S)N(CCN(C)C)Cc1cccs1	-0.2	0	-0.1	5	11	-14	6	10	3
CC(NC(N)=O)C(=O)Nc1ccc(Cl)c(S(=O)(=O)Nc2ccc(Br)cc2)c1 (configuration not stated)	0.6	4	1.0	3	12	-1	5	-14	1
COc1ccc(-c2cc(C(=O)Nc3sc4c(c3C#N)CCCC4)c3ccccc3n2)cc1	1.2	10	0.9	13	-15	-1	5	21	19
CCOC(=O)c1sc2ccccc2c1OC(=O)c1ccc(C)cc1	1.1	39	0.2	-1	-7	-1	6	43	-6
COc1ccc(-c2n[nH]c(=S)n2CC(C)C)cc1	0.9	26	1.6	0	-4	7	8	2	13
O=C(CSc1ccc(F)cc1)NC1CCCCC1	-0.4	4	-0.4	-1	7	-7	6	-6	6
O=c1c(Cl)c(N2CCOCC2)cnn1-c1nc2ccccc2[nH]1	1.0	4	-0.1	0	8	-18	4	11	20[5 µM]
O=C(c1ccccc1)c1ccc(Sc2ccc([N+](=O)[O-])cc2)cc1	0.0	-24	-1.5	·	4	4	3	39	30
Cc1noc(C)c1S(=O)(=O)N1CCCC(C(=O)NCc2ccccn2)C1 (configuration not stated)	0.5	-20	0.7	0	-6	-1	15	-10	12
COc1ccccc1CC(=O)NC1CCC(C)CC1 (configuration not stated)	0.5	22	0.5	6	4	-14	7	-5	1
O=C(N/N=C/c1cccc2cccnc12)[C@H]1C[C@@H]1c1ccccc1	-0.3	-49	0.6	·	-8	-5	11	52	12
CSCCOC(=O)c1[nH]c2c(c1C)C(=O)CC(c1ccco1)C2 (configuration not stated)	-0.4	-18	1.1	3	6	5[fluorescence artefact?]	3	·	12
Cc1ccc(C(=O)c2c[nH]cc2-c2ccccc2)cc1	-0.5	13	-1.9	-3	20	-4	12	17	-1
COc1ccc(N(CC(=O)N2CCc3ccccc3C2)S(=O)(=O)c2c(C)[nH]c(=O)[nH]c2=O)cc1	0.1	1	0.9	0	0	4	11	10	8
Cc1cc(C)c(OCC(=O)Nc2ccc3c(c2)OCO3)cc1C	-0.9	-6	0.8	3	-11	-11	3	-23	13
CC(C(=O)Nc1cc([N+](=O)[O-])ccc1Cl)N1CCN(c2ccccc2O)CC1 (configuration not stated)	0.2	0	1.8	11	-44	4	3	31	6
COCCCNC(=O)c1cc(Sc2ccc(F)cc2)nc2ccccc12	0.8	12	0.9	3	-9	6[fluorescence artefact?]	3	21	-5
C=CCNC(=O)C1CCN(c2nc(C)cc(-c3ccccc3)n2)CC1	-0.7	10	-1.7	5	-15	1	9	-9	17
O=C(NCCCn1ccnc1)c1nn2c(C(F)(F)F)cc(-c3ccccc3)nc2c1Cl	-1.4	-11	-3.3	1	-8	-18	4	24	20
Cc1c(-c2ccccc2)oc2c(C(=O)N3CCN(c4ccc([N+](=O)[O-])cc4)CC3)cccc2c1=O	0.1	9	0.8	0	-36	7	10	49	9
Cc1nn(-c2cccc([N+](=O)[O-])c2)c(N)c1-c1ccccc1	0.0	-57	-1.2	5	2	-4	5	-18	11
O=C(CSc1nnc(CNC(=O)c2c(F)cccc2Cl)o1)Nc1ccccc1	0.2	-2	-0.8	-1	19	6[fluorescence artefact?]	·	17	18
N#Cc1cc([N+](=O)[O-])ccc1N1CCCC1	0.5	37	0.5	8	-21	10	12	-14	9
Cc1c(C#N)c(O)n(CCO)c(=O)c1N=Nc1ccc2c(c1)COC2=O	0.8	27	-1.2	·	-12	2	6	94*	-1
CC1CCCN(Cc2nc3c(c(=O)n(C)c(=O)n3C)n2CCCc2ccccc2)C1 (configuration not stated)	-0.6	54	-1.2	12	-11	17[fluorescence artefact?]	1	14	14
COc1cccc(NC(=O)c2ccc3snnc3c2)c1	-0.2	-3	1.3	2	-30	-7	20	-9	14
COc1nc(OC)nc(N2CCC(C(=O)Nc3cccc4ccccc34)CC2)n1	-0.6	-17&1	-2.2	35*	-35	-3	5&13	28	1
COC(=O)CC(NC(=O)c1cccs1)c1ccc(OC)c(OC)c1 (configuration not stated)	0.0	15	-0.6	-2	-3	-8	3	10	5
CN(C)CCCOC(=O)c1ccc(Br)cc1	0.4	13	0.0	-4	2	11	17	39	-11
CCOC(=O)/C(C#N)=C/c1cn(CCC(=O)O)nc1-c1ccc(Br)cc1	1.2	-26	-0.7	3	-19	15	7	-2	16

Going on with the list:
SMILES	TRPML3 agonist	EP2 modulator	TRPN1 ag	NPY-Y1 antag	NPY-Y1 PAM-ag	14-3-3 Bad PPI	PGE2 EP2 inh	CHOP inh	PPC-1+TRAIL kill
NNC(=O)c1[nH]c2ccc(Cl)cc2c1-c1ccccc1	1.3	11	1.2	·	17	-11	12	-28	5
CNC(=O)c1sc(-c2ccc(Cl)cc2)nc1C	0.4	-32	0.8	0	3	-2[fluorescence artefact?]	17	-11	43
CC(=O)N1C=Cc2c(c(C)c3c([nH]c4ccccc43)c2C)C1	1.6	-53	3.6	·	18	-6	11	22	25
CCCCc1ccc(S(=O)(=O)Nc2cc(C)on2)cc1	0.0	4	0.0	9	-40	11	-5	-24	11
CC(C)Cc1nc2sc3c(SCC(N)=O)ncnc3c2c2c1CCC2	0.8	19	0.0	·	-14	6	1	8	-2
O=C(c1ccc2c(c1)OCCCO2)N1CCCCC1	0.1	-10	0.9	·	-2	4	15	-4	12
COc1ccc(/C=C/CN2CCC(CO)(Cc3ccccc3Cl)CC2)cc1	0.3	-61	2.4	30*	-47	-14	3	21	16
CCOc1ccc(N(CC(=O)Nc2ccc(C)c(C)c2)S(=O)(=O)c2c(C)[nH]c(=O)[nH]c2=O)cc1	0.3	-27	0.7	·	-15	1	4	-10	11
Cc1ccc2n(n1)c(=O)c(Cc1ccccc1)c([O-])[n+]2-c1ccccc1	0.6	37	1.1	3	-5	-1	6	5	24

High-throughput results (PubChem)
